# Bioassay records (PubChem)
# LmPK inhibitor – LmPK (Leishmania mexicana) enzyme inhibition | Q27686 | purified LmPK, Kinase-Glo ATP luminescence, 1 h | Potency, µM (series often up to 57.5 µM), for inactives: at the highest dose activity change, negative = inhibition, actives largely listed as inhibitors | actives 0.37% (n = 290,000); further: potency means the concentration at half of the fitted maximal effect
# Target sequence (Q27686 whole entry, looked up): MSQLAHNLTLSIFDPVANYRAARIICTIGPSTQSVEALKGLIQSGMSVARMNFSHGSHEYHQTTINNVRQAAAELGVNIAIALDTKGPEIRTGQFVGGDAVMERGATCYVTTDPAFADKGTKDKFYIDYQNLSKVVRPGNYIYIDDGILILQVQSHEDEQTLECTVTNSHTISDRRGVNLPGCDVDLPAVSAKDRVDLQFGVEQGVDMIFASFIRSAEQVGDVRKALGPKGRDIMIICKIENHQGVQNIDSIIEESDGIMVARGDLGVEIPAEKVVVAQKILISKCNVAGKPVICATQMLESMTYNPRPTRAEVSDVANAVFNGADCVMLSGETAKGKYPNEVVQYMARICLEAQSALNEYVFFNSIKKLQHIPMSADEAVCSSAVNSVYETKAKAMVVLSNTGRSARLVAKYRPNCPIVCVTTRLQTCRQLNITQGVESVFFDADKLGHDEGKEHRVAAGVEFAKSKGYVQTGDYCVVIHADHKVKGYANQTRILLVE
#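 qHTS format; LmPK 0.1 nM; substrates PEP 0.5 mM and ADP 0.1 mM. One-hour room-temperature incubation, then coupled luciferase luminescence; 0.5 nM enzyme wells mark activation.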
# AmpC inh no detg – blocks E. coli AmpC beta-lactamase in detergent-free assay. P00811. AmpC nitrocefin hydrolysis, absorbance 480 nm, 0.0001% Triton. Potency, µM (highest dose often 57.1 µM), without a hit: at the highest dose activity change, negative = inhibition, usual class: inhibitors. actives 0.52% (n = 330,000). AID 485341;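 further: potency means the concentration at half of the fitted maximal effect; plate controls were no compound for no effect and no enzyme for full effect; nearly all actives have a fitted effect of over 20% in size; some results filed as inactive show a strong effect at the top dose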
# Target sequence (P00811 whole entry, looked up): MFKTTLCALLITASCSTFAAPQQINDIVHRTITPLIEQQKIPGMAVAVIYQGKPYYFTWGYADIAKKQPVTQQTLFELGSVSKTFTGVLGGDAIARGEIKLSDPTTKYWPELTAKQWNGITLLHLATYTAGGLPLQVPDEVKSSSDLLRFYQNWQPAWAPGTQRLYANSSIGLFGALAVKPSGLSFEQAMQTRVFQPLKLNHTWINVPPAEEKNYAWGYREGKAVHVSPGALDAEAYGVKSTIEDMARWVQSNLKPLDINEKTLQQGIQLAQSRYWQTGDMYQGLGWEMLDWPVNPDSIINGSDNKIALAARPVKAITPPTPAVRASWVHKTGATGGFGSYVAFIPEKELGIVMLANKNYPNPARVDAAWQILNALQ
#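 AmpC (5.3 nM in the dispensed reagent) in 20 mM phosphate pH 7.0 with 0.01% (detergent screen) or 0.0001% Triton X-100 was preincubated with compounds for 15 min at room temperature. Nitrocefin was then added from an 800 uM solution, and hydrolysis was followed at 480 nm.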
# AmpC detergent – AmpC beta-lactamase inhibition with detergent present; AmpC hydrolysis of nitrocefin, absorbance 480 nm, 0.01% Triton; Potency, µM (highest dose often 114 µM), inactives show at the highest dose activity change, negative = inhibition, hits mostly inhibitors; actives 0.041% (n = 370,000); AID 485294;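 further: potency means the concentration at half of the fitted maximal effect; 0% = no-compound wells and -100% = no-enzyme wells; nearly all actives have a fitted effect of over 25% in size; some results filed as inactive show a strong effect at the top dose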
#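 20 mM phosphate pH 7.0 + 0.01% (detergent screen) or 0.0001% Triton X-100; 5.3 nM AmpC reagent; cpd preinc 15 min RT; nitrocefin (800 uM stock) to start; A480 q20 s × 4 min; Activity was normalised to no-enzyme and no-compound control wells.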
# HCMV inh – blocks human cytomegalovirus replication | HFF cells, HCMV-luciferase reporter, 72 h; hits give low values | activity change, negative = inhibition, % at 57.5 µM | actives 4.5% (n = 410,000) | AID 1259415; in the data active means activity change below about -60%; inconclusive means no clear call, values can overlap the other calls; inactive means above about -39%
#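 Steps: HFFs plated, 16 h 37C; compounds added; HCMV-luciferase added to MOI 1 PFU/cell; 72 h 37C; OneGlo reagent, 5 min room temperature; luminescence read, normalized to controls.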
# AMA1 RON2 block – disrupts binding of P. falciparum AMA1 to RON2 | AlphaScreen AMA1-biotinylated RON2 peptide binding | Potency, µM (top dose mostly 58.2 µM), for inactives: at the highest dose activity change, negative = inhibition, actives largely listed as inhibitors | actives 0.2% (n = 360,000) | AID 720542;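 further: potency means the concentration at half of the fitted maximal effect; 0% = vehicle wells and -100% = peptide control; nearly all actives have a fitted effect of over 45% in size; some results filed as inactive show a strong effect at the top dose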
#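 AMA1 (3D7) with his tag at 25 nM final met compounds first, then biotinylated RON2 peptide at 25 nM; detection used donor plus acceptor beads, 10 µg/mL apiece, read by AlphaScreen after 30 min at room temperature.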
# Tb PYK inh – blocks Trypanosoma brucei pyruvate kinase; TbPYK enzyme, Kinase-Glo Plus ATP luminescence, 45 min; actives 0.12% (n = 410,000); Potency, µM (highest dose often 76.8 µM), for the others: at the top dose activity, negative = inhibition, hits mostly inhibitors; AID 624173; Q57TT1; further: potency means the concentration at half of the fitted maximal effect; nearly all actives have a fitted effect of over 50% in size
#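 Activity of T. brucei pyruvate kinase was followed by Kinase-Glo Plus luminescence after the enzyme reacted 45 min at room temperature with 130 uM ADP (final) and substrate. Test compounds were added before ADP at multiple concentrations.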
# HCV inh – blocks hepatitis C virus; Huh7.5.1 HCVcc-Cre infection, luciferase reporter, 44 h; Potency, µM (series often up to 41.8 µM), inactives show top-dose activity change, negative = inhibition, hits mostly inhibitors; actives 3.4% (n = 340,000); AID 651820; further: potency means the concentration at half of the fitted maximal effect
#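 Reporter virus HCVcc-Cre (~0.5 moi) infects cells exposed to compound; seeding density 1,000 cells/well with 4 h settling beforehand. Luminescence, 15 sec read, taken 44 h post-infection following a 15 min RT substrate incubation.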
# * hit, by the source's call; u = inconclusive; x = no result given; & = joins results of further samples; [ ] = another dose, or the depositor's remark. Unless noted, the call rests on the fitted dose curve; in most records, active means well fitted curve in the direction sought with a large enough effect; inconclusive means small, poorly fitted or top-dose-only effect, or another doubt; inactive means no such curve, though single readings can be large; an effect the other way counts as inactive or inconclusive. Unless noted, on the % scale 0 is the no-effect control and ±100 the full control effect. Not a hit list. Share with any hit: about 7.5%.
[1] Cc1ccc(-n2ccnc(NCc3ccccc3)c2=O)cc1C
[2] COc1ccc2c(=O)c3c(=O)n(-c4ccc(C)cc4)c(-c4ccccc4)nc3oc2c1
[3] CCCCNC(c1ccccc1)c1ccncc1 (stereo not drawn)
[4] Cc1nn(C2CCS(=O)(=O)C2)c(C)c1CN(C)C(=O)c1ccccc1 (stereo not drawn)
[5] CN(C)C(=O)CN(c1ccc2c(c1)OCO2)S(C)(=O)=O
[6] COc1ccc(CCNC(=O)c2ccc(Nc3nc4ccccc4n4nnnc34)cc2)cc1OC
[7] C=CCNc1nc(-c2cccs2)c(CC(=O)O)s1
[8] Oc1ccc(NCc2ccccc2OCc2ccc(Cl)cc2)cc1

assay / compound,1,2,3,4,5,6,7,8
LmPK inhibitor,x,0%,7%,x,3%,x,4%,x
AmpC inh no detg,x,-27%,-12%,-4%,-20%,x,-43%,x
AmpC detergent,0%,7%,u,-4%,0%,-2%,-11%,-1%
HCMV inh,25,x,-17,-37,-19,-114*,-3,-72*
AMA1 RON2 block,x,x,-15%,-7%,0%,x,48%[activator],x
Tb PYK inh,0%,x,-3%,0%,-12%,1%,-7%,4%
HCV inh,x,x,10%,4%,4%,x,2%,x

[9] Cc1ccc(C(=O)N2CCN(c3ccc([N+](=O)[O-])cc3-n3cccc3)CC2)cc1
[10] CC12CC3(C)CC(C)(C1)CC(C(N)=O)(C2)C3
[11] COc1cccc(-c2csc3nnc(SCC(=O)c4ccc(NC(C)=O)cc4)n23)c1
[12] C=CCN1C(=O)CN=C1Nc1cc(C)cc(C)c1
[13] O=C(c1ccc(F)cc1)c1ccc(N2CCCCC2)cc1
[14] COc1ccc(/C=C2\SC(=S)N(CCCC(=O)NC3CCCC3)C2=O)cc1OC
[15] Cc1ccc(OCC(=O)Nc2ccc(Cl)c(-c3nc4ncccc4o3)c2)c(C)c1
[16] CCOC(=O)Nc1nc(-c2ccc(F)cc2F)cs1

assay / compound,9,10,11,12,13,14,15,16
LmPK inhibitor,-3%,1%,0%,3%,3%,x,x,1%
AmpC inh no detg,41%,-4%,-1%,-18%,-29%,x,x,-24%
AmpC detergent,5%,-2%,u,-13%,-2%,x,7%,-1%
HCMV inh,-25,6,7,66,25,24,-20,23
AMA1 RON2 block,u,16%,-5%,-14%,37%[activator],-10%,x,5%
Tb PYK inh,-3%,-11%,-13%,0%,-2%,1%,-8%,2%
HCV inh,-25%,8%,4%&16%,-13%,u,-1%,x,u

[17] O=C(CCc1nc(-c2ccccn2)no1)NCc1ccc2c(c1)OCO2
[18] Cc1cc(C)cc(CC(=O)N2CCC2(C)C(=O)NS(=O)(=O)c2ccc(Cl)s2)c1 (stereo not drawn)
[19] c1csc(Cn2c(-c3cccs3)nc3ccccc32)c1
[20] COc1ccc(OCC(=O)N2CCN(C(=O)COc3ccc(Br)cc3)CC2)cc1
[21] COc1cc([C@H]2OC[C@H]3[C@@H]2CO[C@@H]3c2ccc(O[C@H]3O[C@H](CO)[C@@H](O)[C@H](O)[C@H]3O)c(OC)c2)ccc1O[C@@H]1O[C@H](CO)[C@@H](O)[C@H](O)[C@H]1O
[22] O=C(COC(=O)c1ccco1)NCC1CCCO1 (stereo not drawn)
[23] Cc1cccc(CCNC(=O)C2CCCN(c3ncnc4c3nc3n4CCCCC3)C2)c1 (stereo not drawn)
[24] COc1ccc(-c2coc(CCC(=O)N3CCN(c4cc(C)ccc4C)CC3)n2)cc1

assay / compound,17,18,19,20,21,22,23,24
LmPK inhibitor,-4%,x,9%,3%,x,4%,10%,x
AmpC inh no detg,-13%,x,-28%,19%,-1%,-13%,130%[activator],27%
AmpC detergent,2%,x,-14%,u,x,-3%,-1%,x
HCMV inh,16,35,-38,40,-11,14,u,15
AMA1 RON2 block,-3%,8%,8%,12%,10%,22%,1%,-19%
Tb PYK inh,2%,-11%,-1%,x,5%,3%,-5%,-2%
HCV inh,19%,x,-16%,u,36%[activator][8.37 µM],5%,u,1%

[25] Cc1onc(-c2ccccc2)c1C(=O)NC(C)C1CCCO1 (stereo not drawn)
[26] O=C(CSc1nnnn1C1CCCC1)Nc1ccccc1F
[27] Cc1ccc(-n2nnnc2SCC(=O)NCC2(N3CCOCC3)CCCCC2)cc1
[28] CC(C)OP(=O)(OC(C)C)C(Nc1ccccc1)c1ccccc1C(F)(F)F (stereo not drawn)
[29] COc1ccc(OC)c(NC(=S)N(CCc2c(C)[nH]c3ccccc23)Cc2cccs2)c1
[30] Cc1ccc(N(C)C(=O)n2cnc3ccccc32)cc1
[31] CCCCOC(=O)C(C#N)c1nc2ccccc2nc1N1CCN(Cc2ccc3c(c2)OCO3)CC1 (stereo not drawn)
[32] COc1ccccc1-c1sc2cc3c(cc2c1C#Cc1cncn1C)OCO3

assay / compound,25,26,27,28,29,30,31,32
LmPK inhibitor,-11%,-1%,x,4%,2%,6%,2%,x
AmpC inh no detg,-14%,-8%,63%[activator],193%[activator],-17%,6%,-19%,23%
AmpC detergent,6%,-4%,-19%,u,-9%,-8%,-23%,x
HCMV inh,0,13,-15,3,5,-40,-22,25
AMA1 RON2 block,4%,7%,4%,0%,3%,7%,-7%,-18%
Tb PYK inh,-3%,1%,1%,-6%,4%,-9%,-9%,1%
HCV inh,6%,5%,30%,36%[activator],u,3%,-8%,0.89µM*

# Some of the entries so far, with values under each structure.
# Second line of a record: LmPK inhibitor	AmpC inh no detg	AmpC detergent	HCMV inh	AMA1 RON2 block	Tb PYK inh	HCV inh
22) O=C(COC(=O)c1ccco1)NCC1CCCO1 (stereo not drawn)
→ 4%	-13%	-3%	14	22%	3%	5%
23) Cc1cccc(CCNC(=O)C2CCCN(c3ncnc4c3nc3n4CCCCC3)C2)c1 (stereo not drawn)
→ 10%	130%[activator]	-1%	u	1%	-5%	u
24) COc1ccc(-c2coc(CCC(=O)N3CCN(c4cc(C)ccc4C)CC3)n2)cc1
→ x	27%	x	15	-19%	-2%	1%
25) Cc1onc(-c2ccccc2)c1C(=O)NC(C)C1CCCO1 (stereo not drawn)
→ -11%	-14%	6%	0	4%	-3%	6%
26) O=C(CSc1nnnn1C1CCCC1)Nc1ccccc1F
→ -1%	-8%	-4%	13	7%	1%	5%
27) Cc1ccc(-n2nnnc2SCC(=O)NCC2(N3CCOCC3)CCCCC2)cc1
→ x	63%[activator]	-19%	-15	4%	1%	30%
28) CC(C)OP(=O)(OC(C)C)C(Nc1ccccc1)c1ccccc1C(F)(F)F (stereo not drawn)
→ 4%	193%[activator]	u	3	0%	-6%	36%[activator]
29) COc1ccc(OC)c(NC(=S)N(CCc2c(C)[nH]c3ccccc23)Cc2cccs2)c1
→ 2%	-17%	-9%	5	3%	4%	u
30) Cc1ccc(N(C)C(=O)n2cnc3ccccc32)cc1
→ 6%	6%	-8%	-40	7%	-9%	3%
31) CCCCOC(=O)C(C#N)c1nc2ccccc2nc1N1CCN(Cc2ccc3c(c2)OCO3)CC1 (stereo not drawn)
→ 2%	-19%	-23%	-22	-7%	-9%	-8%
32) COc1ccccc1-c1sc2cc3c(cc2c1C#Cc1cncn1C)OCO3
→ x	23%	x	25	-18%	1%	0.89µM*

# More results.
[33] COc1cc(CNC(=O)c2cc3n(n2)CCCN(Cc2cccc(F)c2)C3=O)cc(OC)c1OC
[34] Clc1ccc(CN2CCC(CNc3ncnc4onc(-c5ccc(Cl)cc5)c34)CC2)cc1
[35] O=C(CCn1nnc2ccccc21)N1CCN(c2ccccc2)CC1
[36] COc1ccccc1NC(=O)Nc1ccc(N2CCOCC2)cc1
[37] Cc1ccn2cc(CNS(=O)(=O)c3ccc4ccccc4c3)nc2c1
[38] Nc1cc(Nc2ccc(Br)cc2)nc(N)n1
[39] O=C(CCc1nnc(CCCc2ccccc2)o1)NCCc1ccccc1
[40] CN1CCN(C(=O)c2ccccc2NC(=O)c2ccccc2Br)CC1
[41] COc1ccc(C(=O)Nc2ccc3c(c2)nc(CN2CCCC2)n3C)cc1
[42] C[C@@H]1CN([C@H](C)CO)C(=O)CCCn2nncc2CO[C@H]1CN(C)Cc1cccnc1

assay / compound,33,34,35,36,37,38,39,40,41,42
LmPK inhibitor,x,x,5%,-7%,-2%,-3%,-2%,-13%,-8%,x
AmpC inh no detg,x,x,-12%,-16%,110%[activator],-36%,58%,-8%,-16%,x
AmpC detergent,11%,-3%,u,0%,-6%,-3%,-1%,1%,u,x
HCMV inh,-12,u,62,-3,-25,52,-16,4,6,-21
AMA1 RON2 block,x,x,9%,-22%,-5%,16%,8%,32%[activator],75%[activator],0%
Tb PYK inh,6%,0%,-2%,-9%,-2%,-1%,2%,-5%,1%,1%
HCV inh,x,x,4%,-15%,4%,0%,15%,6%,-14%,x
